ABHD4 inh: ABHD4 inhibitors, primary screen, biochemical, fluorescence polarization, mouse; AID 720543, 2013; purified mABHD4, FP-Rh probe fluorescence polarization; inhibition, % at 8.92 µM; 0.54% of 370,000 active;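 active means inhibition exceeding the mean over every tested compound plus 3 SD, cut at about 30% in these data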;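 further: 0% = plate median of compound wells and 100% = S159A mutant with DMSO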
Target sequence (Q8VD66 whole entry, looked up): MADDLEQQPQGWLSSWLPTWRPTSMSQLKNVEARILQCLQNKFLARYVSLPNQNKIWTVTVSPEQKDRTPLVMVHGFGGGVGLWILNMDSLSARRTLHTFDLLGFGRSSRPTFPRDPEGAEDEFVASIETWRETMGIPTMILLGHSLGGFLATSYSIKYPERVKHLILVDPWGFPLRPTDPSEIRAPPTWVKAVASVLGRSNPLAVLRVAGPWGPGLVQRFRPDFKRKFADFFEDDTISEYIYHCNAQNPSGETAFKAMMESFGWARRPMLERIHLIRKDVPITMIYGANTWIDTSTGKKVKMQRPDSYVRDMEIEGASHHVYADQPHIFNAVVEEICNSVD
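Test system: mABHD4 protein; Read-out basis: % inhibition; Incubation: 45 min + 60 min at 25 °C; Repeats: single replicate; Technique: fluorescence polarization with parallel and perpendicular emission, 525/598 nm; Compound: 8.92 µM, single dose; Benchmarks: full inhibition S159A mutant plus DMSO, zero as sample-well median.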
PRMT1 FP inh: PRMT1 methyltransferase inhibitors, primary screen, biochemical, fluorescence polarization; recombinant PRMT1, activity-based probe fluorescence polarization; 1.3% of 370,000 active; AID 652257, 2013; inhibition, % at 2.79 µM;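 active means inhibition above about 21% made by adding two undisclosed values, limit read from the data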
TDP2 inh: human TDP2 enzyme inhibitors, primary screen, biochemical, epi absorbance, recombinant enzyme; AID 720702, 2013; T5PNP hydrolysis, p-nitrophenol absorbance 415 nm; 0.34% of 370,000 active; inhibition, % at 12.8 µM;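 active means inhibition above the mean of all tested compounds plus 3 SD, set per campaign, cut at about 25% in these data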;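 further: 0% = DMSO with enzyme and 100% = buffer with substrate but no TDP2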
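Evaluation: % inhibition relative to enzyme-containing and enzyme-free wells. Material: recombinant human TDP2. Benchmarks: enzyme-free and DMSO wells. Timing: enzyme reaction with compound for 2 h at 37 °C. Compound dosing: 12.8 µM only. Measured by: p-Nitrophenol epi absorbance. Reagent: T5PNP substrate at 5 mM, a TopII-DNA adduct mimic. Replication: single well per compound.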
LEDGF integ inh: blockers of LEDGF/p75-dependent integrase strand transfer – biochemical, TR-FRET, high throughput, primary screen | inhibition, % at 3.7 µM | TR-FRET IN-LEDGF/p75 DNA integration, Eu/Cy5 | AID 743269, 2014 | 0.64% of 370,000 active | HIV-1 integrase (with human LEDGF/p75);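 active means inhibition above the screen-wide mean plus 3 SD, cut at about 13% in these data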;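 further: signal is the Cy5 over europium emission ratio at 671 and 618 nm; 0% = plate median of compound wells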
TCR CD3 inh: inhibitors of human TCR-CD3 interaction, primary screen, biochemical, fluorescence, TAMRA-labeled TCR probe; inhibition, % at 9.4 µM; T-cell receptor (TCR); 0.37% of 360,000 active; AID 651800, 2012; in the data active means inhibition above about 19%;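 further: recombinant mutant TCR 2C K166C tagged with TAMRA read by polarization; 0% = receptor in buffer alone and 100% = receptor with positive control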
rCAG RNA binder: binders of r(CAG) RNA repeats, primary screen, biochemical, fluorescence; r(CAG) RNA repeat, TO-PRO-1 dye displacement fluorescence; inhibition, % at 3 µM; AID 651821, 2012; 1.3% of 370,000 active;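 active means inhibition above the plate cutoff, the mean of all test compounds on that plate plus 3 SD, cut at about 35% in these data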;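 further: 0% = DMSO alone and 100% = 100 µM mitoxantrone as full dye displacement; higher means more dye released from RNA so lower well fluorescence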
SIAE primary: human SIAE inhibitors, primary screen, biochemical, fluorescence polarization, FP-Rh probe, 1536-well HTS; 0.69% of 370,000 active; inhibition, % at 9.66 µM; Sialate O-acetylesterase (Homo sapiens), Q9HAT2; SIAE FP-Rh probe binding; AID 1053197, 2014;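 active means inhibition above a cutoff: mean of compounds within the control limits plus 3 SD of those, cut at about 17% in these data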;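 further: 0% = plate median of compound wells and 100% = probe without SIAE protein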
Target sequence (Q9HAT2 whole entry, looked up): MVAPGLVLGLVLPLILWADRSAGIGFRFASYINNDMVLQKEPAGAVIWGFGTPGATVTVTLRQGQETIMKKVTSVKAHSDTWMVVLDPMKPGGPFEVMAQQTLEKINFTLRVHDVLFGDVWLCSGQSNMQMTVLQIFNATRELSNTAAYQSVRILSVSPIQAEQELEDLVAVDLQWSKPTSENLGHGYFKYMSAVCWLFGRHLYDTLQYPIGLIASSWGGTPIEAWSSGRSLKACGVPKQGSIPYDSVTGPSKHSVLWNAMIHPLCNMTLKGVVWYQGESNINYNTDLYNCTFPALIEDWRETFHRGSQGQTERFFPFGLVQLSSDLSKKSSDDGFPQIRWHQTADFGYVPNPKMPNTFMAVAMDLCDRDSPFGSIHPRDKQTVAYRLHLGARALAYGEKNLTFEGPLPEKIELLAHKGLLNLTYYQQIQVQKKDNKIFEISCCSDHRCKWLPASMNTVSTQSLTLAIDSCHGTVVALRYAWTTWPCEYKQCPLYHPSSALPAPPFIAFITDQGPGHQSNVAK
Rev-erbA mod: modulators of Rev-erb alpha DNA binding, primary screen, biochemical, FITC-DNA, fluorescence polarization, uHTS; Nuclear receptor subfamily 1 group D member 1 (Homo sapiens), P20393; Rev-erbα–FITC-DNA binding, 90 min; activity, % at 10 µM; 0.79% of 370,000 active;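 active means activity above about 14%, limit read from the data; passing the limit was not always enough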;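 further: 0% = DMSO wells with 35 nM protein and 100% = DMSO wells with 750 nM protein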
PG9 binder: binders of HIV-1 gp120 antibody PG9, primary screen, biochemical, TR-FRET. HIV-1 gp120 / PG9 antibody interaction. TR-FRET gp120-PG9 antibody binding. inhibition, % at 6.7 µM. 0.43% of 360,000 active. AID 624416, 2012; in the data active means inhibition above about 8.5%
HTRA1 inhibitor: HTRA1 serine protease inhibitors, primary screen, biochemical, fluorescence polarization, HTS | inhibition, % at 5.96 µM | Q92743 | 0.5% of 340,000 active | recombinant HTRA1, FP-rhodamine activity-based probe; in the data active means inhibition above about 36%;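 further: 0% = enzyme with DMSO and 100% = wells lacking enzyme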
* marks the source's active call; other numbers are inactive results; · = no result given. Some of the compounds tested; rates above refer to the full screens.

cpd	canonical_smiles	ABHD4 inh	PRMT1 FP inh	TDP2 inh	LEDGF integ inh	TCR CD3 inh
1	O=C(O)C(=Cc1ccc([N+](=O)[O-])cc1)c1cccc(Cl)c1	1	0	-9	-3	-3
2	CCOC(=O)c1ccc(NC(=O)c2nn(C)cc2Br)cc1	-9	1	6	0	1
3	COc1ccc(C(NC(=O)CN2C(=O)NC3(CCc4ccccc43)C2=O)c2ccc(OC)cc2)cc1 (configuration not stated)	-9	0	0	1	2
4	O=C(Nc1nc(=O)n(C(=O)c2cccc(C(F)(F)F)c2)s1)c1ccccc1	-3	-1	-4	2	12
5	COc1ccc(/C=C2\SC(=S)N(CC(=O)OCC(=O)Nc3ccc(C)cc3Cl)C2=O)cc1	-3	21*	3	-1	-8
6	O=C(NCc1cccc(C(F)(F)F)c1)C1CC(c2ccccc2C(F)(F)F)=NO1 (configuration not stated)	-6	1	-2	-1	-4
7	CCOc1ccc(Cl)cc1S(=O)(=O)NCc1cccnc1	6	4	5	-1	-1
8	CCCc1ccc(NC(=O)C2CCCN(c3cnccn3)C2)cc1 (configuration not stated)	-4	3	-7	-3	1
9	CC/C(=N\n1nnnc1Nc1ccccc1)c1ccccc1	-7	-2	5	1	5
10	CCC(=O)Nc1cc(C(=O)OC(C(=O)c2ccc(C)c(C)c2)c2ccccc2)ccc1C (configuration not stated)	-29	2	4	-2	0

cpd	rCAG RNA binder	SIAE primary	Rev-erbA mod	PG9 binder	HTRA1 inhibitor
1	4	13	-1	-2.9	-7
2	-2	-4	9	-0.7	-4
3	-2	-5	-2	2.0	-29
4	-1	2	-8	-1.2	2
5	12	-6	-2	-3.0	-11
6	-6	-2	9	-0.9	-10
7	-2	0	2	-1.1	1
8	-4	0	-1	1.3	-4
9	1	6	-1	-1.7	-2
10	9	-24	0	2.0	-38

Reprinted from the part before: six compounds, followed by the next part.
cpd	canonical_smiles	ABHD4 inh	PRMT1 FP inh	TDP2 inh	LEDGF integ inh	TCR CD3 inh
5	COc1ccc(/C=C2\SC(=S)N(CC(=O)OCC(=O)Nc3ccc(C)cc3Cl)C2=O)cc1	-3	21*	3	-1	-8
6	O=C(NCc1cccc(C(F)(F)F)c1)C1CC(c2ccccc2C(F)(F)F)=NO1 (configuration not stated)	-6	1	-2	-1	-4
7	CCOc1ccc(Cl)cc1S(=O)(=O)NCc1cccnc1	6	4	5	-1	-1
8	CCCc1ccc(NC(=O)C2CCCN(c3cnccn3)C2)cc1 (configuration not stated)	-4	3	-7	-3	1
9	CC/C(=N\n1nnnc1Nc1ccccc1)c1ccccc1	-7	-2	5	1	5
10	CCC(=O)Nc1cc(C(=O)OC(C(=O)c2ccc(C)c(C)c2)c2ccccc2)ccc1C (configuration not stated)	-29	2	4	-2	0
11	Cc1ccc(CN(Cc2cc3cccc(C)c3[nH]c2=O)C(=S)NCCCN(C)C)cc1	5	-3	-1	1	1
12	COc1cccc(OCc2nnc(SCC(=O)NCc3ccco3)n2CCc2ccccc2)c1	4	3	10	2	2
13	COc1ccc(Cc2nnc(NC(=O)CSc3ccc(Cl)cc3)s2)cc1OC	-2	2	6	5	-2
14	CCOc1cc(-n2ncc(C#N)c2N)nc(SC)n1	4	6	-2	-3	-2
15	c1ccc2c(c1)ccn1c(Cc3ccsc3)c(C3CCCCC3)nc21	-1	0	4	3	5
16	Cc1ccc(S(=O)(=O)N(C)C)cc1NC(=O)c1cc(S(=O)(=O)N2CCCCC2)ccc1N1CCOCC1	-3	0	-5	-1	0
17	CC(=C/c1ccco1)/C=N/NC(=O)Cc1cccn1C	5	4	-2	21*	-3
18	O=C(O)c1cccc(NC(=S)NC(NC(=O)c2cccc([N+](=O)[O-])c2)C(Cl)(Cl)Cl)c1 (configuration not stated)	-6	0	-10	11	2
19	C=CCN1C(=O)NC2(O)C(=O)c3ccccc3C12O (configuration not stated)	0	-1	-13	-3	-10
20	CCCOc1ccc2c3c(c(=O)oc2c1OCCC)CCCC3	0	2	-1	-3	-1

cpd	rCAG RNA binder	SIAE primary	Rev-erbA mod	PG9 binder	HTRA1 inhibitor
5	12	-6	-2	-3.0	-11
6	-6	-2	9	-0.9	-10
7	-2	0	2	-1.1	1
8	-4	0	-1	1.3	-4
9	1	6	-1	-1.7	-2
10	9	-24	0	2.0	-38
11	4	1	-2	0.1	-4
12	8	-1	-1	0.0	-12
13	4	-6	-1	0.8	·
14	3	-2	-3	1.5	1
15	2	-2	5	-0.9	·
16	1	2	1	0.1	1
17	15	16	2	-2.1	5
18	53*	-4	-3	0.7	-14
19	5	-3	-2	-1.7	5
20	-2	-6	-3	-0.5	-25

New compounds follow.
cpd	canonical_smiles	ABHD4 inh	PRMT1 FP inh	TDP2 inh	LEDGF integ inh	TCR CD3 inh
21	Cc1ccnc(NS(=O)(=O)c2ccc(NC(=O)CCS(=O)(=O)c3ccccc3)cc2)n1	4	2	3	2	3
22	S=c1[nH]nc(-c2ccccn2)n1/N=C/c1cccc2ccccc12	13	9	-4	-6	-12
23	CC(C)c1ccc(C(=O)Nc2cccnc2)cc1	4	4	-11	-4	0
24	COc1ccc(C2=CSC3=NCCN23)cc1	-1	-1	-2	3	5
25	CCOC(=O)C1=C(C)N(CC(C)C)C(=O)C1	0	2	1	0	-1
26	Cn1c(=O)[nH]c(=O)c2c1nc(N1CCCCC1)n2CCSc1nc2ccccc2o1	1	-1	1	2	4
27	Cn1c2ccccc2c(=O)c2ccc(C#Cc3ccccn3)cc21	-2	2	5	0	3
28	COc1ccc(N(C(=O)/C=C/c2ccc(OC)c(OC)c2)C2=CC3CCC(C2)N3C)cc1 (configuration not stated)	-3	-3	5	3	1
29	CCOC(=O)c1ccc(N2C(=O)C(O)=C(C(C)=O)C2c2ccccn2)cc1 (configuration not stated)	3	1	17	-2	2
30	COc1ccc(OCC(=O)NNC(=O)c2c(-c3ccccc3Cl)noc2C)cc1	-3	1	7	-2	-6

cpd	rCAG RNA binder	SIAE primary	Rev-erbA mod	PG9 binder	HTRA1 inhibitor
21	7	3	3	-0.7	-1
22	2	8	3	-0.8	-1
23	5	4	-2	1.4	3
24	1	-2	0	0.2	9
25	0	-9	2	-1.2	5
26	3	-6	2	0.1	2
27	6	-15	-10	50*	·
28	-4	1	-2	-0.8	2
29	4	3	-1	-0.8	-81
30	-2	1	-2	-0.8	1

Following part
cpd	canonical_smiles	ABHD4 inh	PRMT1 FP inh	TDP2 inh	LEDGF integ inh	TCR CD3 inh
31	CCCCn1c(SCc2nnc(-c3ccccc3)o2)nc2c1c(=O)n(C)c(=O)n2C	-1	-1	-1	1	0
32	C[C@H]1CN([C@@H](C)CO)C(=O)c2c(c3ccccc3n2C)-c2ccccc2CO[C@H]1CN(C)Cc1cccc(F)c1	-15	12	-12	0	-6
33	CC(=O)c1ccccc1OCCOc1ccccc1C(C)=O	0	4	9	-1	-9
34	CC(OC(=O)CN1C(=O)NC2(CCCC2)C1=O)c1ccc(F)cc1 (configuration not stated)	0	2	3	2	0
35	Cc1nc2ccc(C(=O)OCc3nnc(-c4ccccc4)o3)cc2nc1C	-6	-3	25*	0	1
36	CCn1nc(C)c(NC(=O)CSc2nnc(-c3ccco3)n2C)c1C	-4	-5	-22	2	-12
37	Cc1ccc(SCCCCN2C(=O)NC(C)(C)C2=O)cc1	0	3	2	-2	-4
38	CCOc1ccc(N(CC(=O)NCc2ccc(F)cc2)C(=O)c2snc(C(N)=O)c2N)cc1	3	0	20	-1	-2
39	CC(=O)NCCc1nc2cc(NC(=O)c3cccs3)ccc2n1C	3	1	-5	-5	-8
40	O=C(/C=C/c1ccccc1[N+](=O)[O-])OCC(=O)c1ccccc1	-3	-6	0	-3	14

cpd	rCAG RNA binder	SIAE primary	Rev-erbA mod	PG9 binder	HTRA1 inhibitor
31	-1	0	-4	0.6	3
32	6	-4	10	-0.3	-35
33	-4	2	1	-1.1	0
34	0	-2	-1	-1.2	7
35	-8	3	3	-0.8	4
36	3	-4	-3	-1.1	9
37	-8	3	3	0.0	-1
38	6	6	3	9.4*	-2
39	-2	0	4	-1.3	5
40	-2	1	4	-0.2	1

New compounds follow
cpd	canonical_smiles	ABHD4 inh	PRMT1 FP inh	TDP2 inh	LEDGF integ inh	TCR CD3 inh
41	NC(=O)COC(=O)c1ccc(S(=O)(=O)NCc2ccco2)cc1	5	-1	-6	0	1
42	O=C(Cc1cccs1)NCc1ccccc1Br	-6	-3	-27	4	-15
43	O=C(NCCN1C(=O)S/C(=C\c2ccc(Cl)c(Cl)c2)C1=O)c1ccc2c(c1)C(=O)N(Cc1ccncc1)C2=O	9	2	8	-2	4
44	COCCCNC(=O)Cn1cnc2c(OCc3ccccc3)ncnc21	0	-3	-13	3	4
45	Cc1nc(N)nc(N)c1Oc1ccc(Cl)cc1	-1	1	3	0	-5
46	CCc1ccc(CN2CCN(C(=O)c3cccc(OC)c3OC)CC2)cc1	6	1	13	1	0
47	CCn1c2ccccc2c2cc(CN3CCN(S(C)(=O)=O)CC3)ccc21	1	1	0	-5	-1
48	CCC(OC(=O)CCc1nc2ccccc2[nH]c1=O)C(=O)c1ccccc1 (configuration not stated)	1	1	-1	-4	1
49	COc1cc(NC(=O)COC(=O)/C=C/c2c(C)nn(-c3ccc(F)cc3)c2Cl)cc(OC)c1	1	-1	11	-1	8
50	CCc1cc(=O)oc2c(C)c(OC(C)C(=O)N3CC[C@@]4(O)CCCC[C@H]4C3)ccc12 (some centres not stated)	0	-7	6	-1	7
51	COc1ccc(-c2csc(N(CCCN(C)C)C(=O)c3ccccc3Cl)n2)cc1	7	-1	6	-1	13
52	COCC(=O)Nc1c(C(=O)N2CCCC2)oc2ccccc12	0	-3	14	-2	0

cpd	rCAG RNA binder	SIAE primary	Rev-erbA mod	PG9 binder	HTRA1 inhibitor
41	1	-2	0	-0.3	6
42	1	-4	5	-0.7	0
43	5	-2	-1	-0.8	-7
44	1	-4	-7	-0.3	4
45	0	0	-3	-1.1	-3
46	-2	14	-6	0.7	1
47	-5	-7	3	-0.9	-7
48	-4	-1	-2	1.5	-2
49	5	-4	-3	-0.9	-6
50	-33	-1	2	-2.6	-6
51	3	2	12	0.7	-8
52	1	1	-1	-1.6	1
